tim23-1 inh: growth inhibitors of tim23-1 mutant yeast. hit rate 1.3% among 330,000. S. cerevisiae tim23-1 growth, BacTiter-Glo luminescence, 24 h. AID 463212. inhibition, % at 20 µM;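 active = growth inhibition of the mutant yeast at or above 50%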;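 also: temperature-sensitive mutant grown at 25 °C; plate controls were DMSO-treated mutant yeast for no effect and medium wells lacking yeast for full effect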
NALP3 yeast inh: blocks the NALP3 inflammasome reconstituted in yeast; AID 2825; inhibition, % at 10 µM; Yeast reconstituted NLRP3/ASC/caspase-1, beta-gal luminescence, 24 h; hit rate 0.39% among 330,000;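 active = inhibition of 50% or more; inactive = inhibition below 50%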;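 also: plate controls were induced DMSO wells for no effect and uninduced yeast grown without galactose for full effect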
beta cell repl: inducers of beta-cell replication in MIN6 cells. MIN6 cells proliferation, ATPlite luminescence, 48 h; cells starved in 0.2% serum; 100% = growth in 10% serum. proliferation, % at 10 µM. hit rate 0.29% among 330,000;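 active = compounds whose signal lies at least 3.5 SD above the mean of all wells on their plate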;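 also: 0% = DMSO-treated cells in low-serum medium and 100% = 10% serum control; some compounds called inactive have numbers as strong as hits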
MPTP inh: inhibitors of mitochondrial permeability transition pore; isolated mouse mitochondria, Ca2+ swelling absorbance, 30 min; inhibition, % at 10 µM; hit rate 1.4% among 360,000; AID 602449;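 active = inhibition of 50% or more, scaled per plate between neutral and stimulator controls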;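 also: 0% = DMSO wells given calcium and 100% = 1 mM EGTA wells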
TIM10 inh: growth inhibitors of TIM10 yeast strain; S. cerevisiae TIM10 strain growth, BacTiter-Glo luminescence, 24 h; inhibition, % at 10 µM; hit rate 1.4% among 330,000;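 active = inhibition of 40% or more at the single tested concentration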;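 also: wild-type TIM10 isogenic control strain grown at permissive 25 °C; 0% = DMSO yeast wells and 100% = minimal medium wells without yeast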
GRIN3A LBD mod: modulates the human NR3A ligand-binding domain | NR3A LBD differential scanning fluorimetry, Tm shift; 0% = protein alone, 100% = glycine-bound protein | Tm shift relative to glycine control, % at 25 µM | hit rate 2.5% among 340,000 | AID 1259313;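 active = melting temperature shift of at least 10% of the positive control shift, at one fixed dose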
APJ antag: blocks the human apelin receptor APJ; CHO-K1 APJ beta-arrestin complementation, luminescence; inhibition, % at 20 µM; hit rate 0.32% among 330,000;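 active = inhibition above about 40% at 20 µM, limit read from the data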;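 also: cells challenged with 10 nM apelin-13 agonist together with compound; plate controls were apelin-13 plus DMSO wells for no effect and DMSO wells lacking apelin-13 for full effect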
Target sequence (P35414 whole entry, looked up): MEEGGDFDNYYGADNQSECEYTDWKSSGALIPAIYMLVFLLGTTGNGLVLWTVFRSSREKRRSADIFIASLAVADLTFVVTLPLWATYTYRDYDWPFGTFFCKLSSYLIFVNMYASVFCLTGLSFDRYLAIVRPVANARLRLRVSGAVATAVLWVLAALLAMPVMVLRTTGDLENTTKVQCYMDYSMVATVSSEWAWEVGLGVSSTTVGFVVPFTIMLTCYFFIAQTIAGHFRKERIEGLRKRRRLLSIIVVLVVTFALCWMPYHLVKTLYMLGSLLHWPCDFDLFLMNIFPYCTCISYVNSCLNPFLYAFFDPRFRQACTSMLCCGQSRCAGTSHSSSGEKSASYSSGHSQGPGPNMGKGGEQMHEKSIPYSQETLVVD
tim10-1 inh: tim10-1 yeast growth inhibition. hit rate 2.2% among 330,000. AID 463190. S. cerevisiae tim10-1 ts strain growth, BacTiter-Glo, 24 h. inhibition, % at 20 µM;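 active = inhibition of at least 40%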;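 also: mutant grown at 25 °C; 0% = DMSO wells with yeast and 100% = wells holding no yeast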
APJ ag: activates the human apelin receptor APJ. hit rate 0.11% among 330,000. CHO-K1 APJ PathHunter beta-arrestin, luminescence; 0% DMSO wells, 100% apelin. activation, % at 20 µM. P35414. AID 2520;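 active = activation more than six SD over the plate average, tested at 20 µM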;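 also: 0% = DMSO alone and 100% = apelin-13 at 10 nM; some results filed as inactive read as strong as hits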
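Test system – PathHunter CHO-K1 APJ (AGTRL-1) beta-arrestin reporter cells · Input – 1000 cells/well · Compound – single test compound dose, 20 µM final, 1% DMSO · Times – compound stimulation 90 min at 25 °C, detection 60 min · Technique – beta-gal luminescence · Read-out basis – APJ–arrestin association signal · Control set – negative DMSO alone, positive Apelin-13 at 10 nM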
Starred values were filed as active, the others as inactive.

SMILES	tim23-1 inh	NALP3 yeast inh	beta cell repl	MPTP inh	TIM10 inh	GRIN3A LBD mod	APJ antag	tim10-1 inh	APJ ag
Cc1ccc(NC(=O)CN(C)C(=O)c2ccc(-n3cncn3)c([N+](=O)[O-])c2)cc1	-10	16	-1	-0.3	-1	0	-68	0	1
O=C1C(=O)N(CCN2CCOCC2)C(c2ccccn2)/C1=C(/O)c1ccc(F)cc1 (centres undefined)	1	6	-2	-2.1	-3	5	-9	-2	1
CCSc1cnn(-c2ccccc2)c(=O)c1SCC	39	16	2	0.3	23	-3	7	17	4
N#Cc1c(NC(=O)COC(=O)C2CC3C=CC2C3)oc(-c2ccccc2)c1-c1ccccc1 (centres undefined)	17	-31	-4	18	12	5	0	25	1
CC(=O)Nc1cc[n+](CC(=O)c2ccc(Cl)cc2)cc1	-9	7	-2	1.8	-6	0	0	5	-6
CCN(CC)c1ccc(N2C(=NC(=O)C3CC3)SC3CS(=O)(=O)CC32)cc1 (centres undefined)	12	2	4	0.8	-1	-6	-17	12	1
Cc1sc(NC(=O)C2CC=CCC2C(=O)O)c(C(=O)OC(C)C)c1C (centres undefined)	16	-5	1	2.0	10	-2	-3	11	-3
O=C(CN1C(=O)C(=O)c2ccccc21)OCN1C(=O)c2ccccc2C1=O	26	0	-2	-0.9	2	-3	-19	30	-4
Cc1noc(C)c1S(=O)(=O)N1CCCC(C(=O)N2CCC(C)CC2)C1 (centres undefined)	16	-9	1	2.5	-1	-1	6	25	-3
CN(Cc1ccccc1)C(=O)CCn1c(=O)oc2ccccc21	26	20	3	-1.6	18	-2	22	22	-4
O=C(N/N=C/c1ccc(Cl)cc1)c1n[nH]c2c1CCCC2	3	23	-2	8.9	0	2	1	8	-2
Clc1cccc(OCCOCCN2CCNCC2)c1Cl	-7	18	1	4.0	-4	-2	-13	-3	-1
CSc1ccccc1C(=O)Nc1ccccc1C	4	8	-3	1.0	4	-1	-3	2	-3
CCOc1cc(/C=C/C(=O)OCC(=O)NCCN2C(=O)CSC2=O)ccc1OCC(C)C	5	7	0	-3.0	13	0	2	11	-2
O=C(O)CCC(=O)Nc1ccc(Br)c(Cl)c1	-8	19	-1	1.9	0	0	1	-6	0
CCN(CC(=O)Nc1c(F)cccc1F)C(=O)c1cccnc1SC	5	9	-3	-1.0	9	-1	-14	4	-1
O=C(NCc1cccs1)C1CCCN1C(=O)Nc1cccc(Cl)c1 (centres undefined)	-3	15	-2	-0.2	13	-1	5	11	-2
Cc1cc(N2CCCC2=O)cc(C)c1S(N)(=O)=O	-6	-12	-1	0.1	-3	-13	9	-12	-4
CC(=O)OC(C(=O)NC1CCCCC1)c1ccc(Cl)cc1 (centres undefined)	-27	2	-1	0.1	-19	-2	12	24	-3
CCOC(=O)N1CCN(C(=O)c2ccc3c(c2)NC(=O)/C(=C\c2cccc(C)c2)S3)CC1	26	7	-4	-1.7	16	-5	7	31	-1

Laid out differently: 2 of the compounds above
structure,tim23-1 inh,NALP3 yeast inh,beta cell repl,MPTP inh,TIM10 inh,GRIN3A LBD mod,APJ antag,tim10-1 inh,APJ ag
O=C(CN1C(=O)C(=O)c2ccccc21)OCN1C(=O)c2ccccc2C1=O,26,0,-2,-0.9,2,-3,-19,30,-4
Cc1noc(C)c1S(=O)(=O)N1CCCC(C(=O)N2CCC(C)CC2)C1 (centres undefined),16,-9,1,2.5,-1,-1,6,25,-3

Back to the main list; the 5 compounds before the break are reprinted first.
SMILES	tim23-1 inh	NALP3 yeast inh	beta cell repl	MPTP inh	TIM10 inh	GRIN3A LBD mod	APJ antag	tim10-1 inh	APJ ag
CCN(CC(=O)Nc1c(F)cccc1F)C(=O)c1cccnc1SC	5	9	-3	-1.0	9	-1	-14	4	-1
O=C(NCc1cccs1)C1CCCN1C(=O)Nc1cccc(Cl)c1 (centres undefined)	-3	15	-2	-0.2	13	-1	5	11	-2
Cc1cc(N2CCCC2=O)cc(C)c1S(N)(=O)=O	-6	-12	-1	0.1	-3	-13	9	-12	-4
CC(=O)OC(C(=O)NC1CCCCC1)c1ccc(Cl)cc1 (centres undefined)	-27	2	-1	0.1	-19	-2	12	24	-3
CCOC(=O)N1CCN(C(=O)c2ccc3c(c2)NC(=O)/C(=C\c2cccc(C)c2)S3)CC1	26	7	-4	-1.7	16	-5	7	31	-1
CNc1c(NS(=O)(=O)c2ccc(Cl)cc2)c(=O)oc2ccccc12	8	5	0	0.4	-4	-1	-31	2	0
O=C(NNC(=O)c1ccc(O)c(Cl)c1)c1cccc(S(=O)(=O)N2CCOCC2)c1	6	-2	0	-1.1	-5	0	16	12	0
Cc1ccc(C)c(NC(=O)Nn2cnnc2)c1	4	12	-2	-0.2	5	1	15	-7	2
CC1CC(C)CN(CCCNC(=O)CN2C(=O)c3cccnc3Oc3ccccc32)C1 (centres undefined)	12	6	-5	-1.5	2	-2	-5	-14	-7
O=C(Nc1ccccc1)C1C2/C=C\CCCCC21 (centres undefined)	10	11	1	-0.3	16	-1	4	18	-3
Cc1ccc(C(=O)Oc2ccc(N3C(=O)CCC3=O)c(C)c2)cc1	-2	16	-3	1.0	1	0	5	7	-1
O=C(Cc1ccc(Cl)cc1)NC(=S)Nc1ccccc1N1CCOCC1	44	-6	-2	2.3	42*	-15	6	28	-2
COc1ccc(/C=N/NC(=O)c2cc(-c3cccc(C)c3)nc3ccccc23)cc1O	18	4	-2	14	17	-2	3	17	-5
COc1ccccc1N1CCN(C(=O)Cn2c(=O)[nH]c3ccsc3c2=O)CC1	-2	-4	1	-0.8	9	1	11	3	-7
CC(Sc1nc2ccccc2c(=O)n1C)C(=O)NC1CCCCC1C (centres undefined)	-1	7	-8	28	7	-3	7	20	4
COc1ccccc1/C=C/c1nc(S(=O)(=O)c2ccccc2)c(N2CCC(C(N)=O)CC2)o1	7	4	-2	-2.7	11	-8	1	-8	10
CC(C)COC(=O)N1CCCC1C(=O)Nc1nccs1 (centres undefined)	5	-15	-4	0.8	2	6	-5	22	0
COc1ccc(C(=O)COC(=O)CN2C(=O)C3C4CCC(C4)C3C2=O)cc1 (centres undefined)	-1	6	-1	2.0	0	-2	7	-4	-2
O=C(NCc1ccccc1)c1ccc(C(=O)N(C2CCCCC2)C2CCCCC2)cc1	43	9	-6	-2.3	21	-3	2	24	-4
Cc1ccc(NC(=S)Nc2ccc(Br)cc2)cc1	13	32	-3	44	-6	2	13	3	-2
CC1=CC(C)(C)N2C(=O)C3(C(C#N)=C(N)OC4=C3C(=O)CC(C)(C)C4)c3cc(C)cc1c32 (centres undefined)	8	-7	0	-2.8	10	-3	-9	30	-3
CSc1cccc(NC(=S)N(CCC(C)C)C2CCN(C(C)=O)CC2)c1	1	4	-2	2.6	-16	-1	10	-4	-7
S=c1[nH]nc(-c2cc(-c3ccsc3)n[nH]2)n1-c1cccc2ccccc12	13	27	1	1.9	13	-3	-7	14	0
CC1(c2cccc3ccccc23)NC(=O)N(CC(=O)NC2CCS(=O)(=O)C2)C1=O (centres undefined)	-1	4	1	-0.1	19	0	15	7	-2
CSCC[C@H](NC(=O)[C@H]1CC[C@H](CNC(=O)[C@@H]2CCCN2)CC1)C(=O)O	2	4	-1	-1.4	-17	1	-4	-3	-1
CCn1cc(C(=O)NC2CCCCCC2)c(=O)c2ccc(C)nc21	25	12	-1	-0.3	-8	0	-15	6	-4
O=C(Cn1ccc([N+](=O)[O-])n1)Nc1ccccn1	22	2	-1	0.6	14	-2	-5	11	-3
O=C(c1cccc(S(=O)(=O)N2CCc3ccccc32)c1)N1CCN(c2ccccn2)CC1	33	9	-4	-0.2	7	0	12	14	-1
CCOC(=O)C1=C(CN2CCN(C(=O)c3ccco3)CC2)NC(=O)NC1c1ccc(OC)cc1 (centres undefined)	10	5	-2	0.2	6	-2	2	0	5
COC(=O)CNC(c1ccccc1)c1cc(Br)ccc1NC(=O)OCc1ccccc1 (centres undefined)	-9	15	-2	-1.1	23	4	7	17	-3
FC(F)(F)C(F)(F)C(F)(F)c1nnc2ccc(N3CCOCC3)nn12	23	14	0	-0.7	15	-4	-2	9	-1
COc1ccc(C(=O)NNC2=Nc3cccc4cccc2c34)cc1	-8	8	-2	2.8	1	5	18	-26	-2
COc1ccc(C(CNC(=O)C(C)(C)Oc2ccc(Cl)cc2)N2CCCCC2)cc1 (centres undefined)	-5	2	-1	0.1	0	-3	-6	3	5
O=C(COC(=O)/C=C/c1ccco1)NC1CCCCC1	-3	14	2	-1.3	-2	-1	20	-5	0
COC(=O)Nc1ccc(S(=O)(=O)N2CCCC(C(=O)N3CC(C)OC(C)C3)C2)cc1 (centres undefined)	-5	-2	-1	0.9	11	1	26	11	-2
Nc1cc(C(=O)O)ccc1N1CCCCCC1	13	13	0	-0.1	1	3	-19	7	2
O=C(c1cccc(F)c1)N1CCN(Cc2ccc3c(c2)OCO3)CC1	-2	15	-3	-0.3	-4	2	-3	-16	0
O=C(Nc1ccc(-c2csc(Nc3cccc(C(F)(F)F)c3)n2)cc1)c1ccccc1	8	22	-7	1.4	12	25*	-13	3	1
COc1ccc(NC(=O)c2ccc3c(c2)NC(=O)CS3)cc1S(=O)(=O)Nc1ccc(Br)cc1	13	18	-6	0.7	-10	5	-14	2	-5
O=C(Cc1ccccc1F)Nc1ccccc1N1CCCC1	15	29	0	0.1	9	-1	4	12	0
COc1ccc(NC(=S)N(CCN2CCOCC2)C2CCN(C(C)=O)CC2)cc1Cl	8	4	1	2.3	-5	0	-12	-12	-2
Cc1cccc(C(=O)NCCC(=O)Nc2ccc(F)c([N+](=O)[O-])c2)c1	2	17	-2	1.0	0	1	26	-10	1
COc1ccccc1OCC(=O)NCCSCc1ccccc1Cl	12	13	2	0.3	-18	2	-2	6	-4
O=C(Cn1c(=O)oc2ccccc21)Nc1n[nH]c(=S)s1	4	-2	-5	-1.7	-3	1	-26	4	3
